DUSP3 inh = inhibitors of human VHR1 phosphatase (DUSP3). P51452. recombinant VHR phosphatase, colorimetric substrate read-out. inhibition, % at 20 µM. 50,000 compounds, 0.7% hits; in the data active = inhibition above about 60%; note: some results filed as inactive read as strong as hits
Target sequence (P51452 whole entry, looked up): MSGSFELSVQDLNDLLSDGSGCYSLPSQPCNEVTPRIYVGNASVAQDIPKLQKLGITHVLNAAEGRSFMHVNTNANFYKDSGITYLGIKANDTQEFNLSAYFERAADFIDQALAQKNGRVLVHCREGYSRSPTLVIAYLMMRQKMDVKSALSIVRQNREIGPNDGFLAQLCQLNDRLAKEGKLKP
Active calls of the source: *.

Preview, 2 compounds:
SMILES	DUSP3 inh
CCc1ccc(C2(c3ccc(CC)cc3)CC2C(=O)Nc2nccs2)cc1 (stereo unspecified)	49.0
COc1ccc(/C=C/C(=O)Nc2c(C(C)C)cccc2C(C)C)cc1OC	3.4

Results, from the start:
SMILES	DUSP3 inh
CCc1ccc(C2(c3ccc(CC)cc3)CC2C(=O)Nc2nccs2)cc1 (stereo unspecified)	49.0
COc1ccc(/C=C/C(=O)Nc2c(C(C)C)cccc2C(C)C)cc1OC	3.4
C=CCOc1ccc(C(c2c(C)[nH]n(-c3ccccc3)c2=O)c2c(C)[nH]n(-c3ccccc3)c2=O)cc1	-1.8
O=C(O)CCN1C(=O)/C(=C/c2ccc(-c3ccc(Cl)cc3)o2)SC1=S	-49.9
Cc1cc2nc(-c3ccc(C)c(NC(=O)c4ccc([N+](=O)[O-])cc4Cl)c3)oc2cc1C	32.2
CCc1c(C)sc(NC(=O)C2CCCCC2)c1C(=O)OC(C)C	-20.1
Cc1ccccc1-n1c(O)c(C=Nc2ccc(Cl)cc2)c(=O)[nH]c1=O	3.3
COc1ccccc1N1CCN(/N=C(\C)c2ccncc2)CC1	4.1
Cc1ccc(N=Cc2cc(Cl)cc(Cl)c2O)cc1F	3.8
CCOC(=O)c1c(N)n(CCO)c2nc3ccccc3nc12	-17.0
CCOC(=O)c1ccc(N2C(=O)C=CC2=O)cc1	48.7
COc1cccc(NC(=O)c2cc(Br)ccc2I)c1	6.8
Cc1ccc(C)c(NC(=O)c2ccc(C)c([N+](=O)[O-])c2)c1	-7.8
Cc1nnc(Nc2ccccc2O)c2ccccc12	-7.1
CC(C)Cn1c(SCc2ccc(Br)cc2)nc2sc3c(c2c1=O)CC(C)(C)OC3	9.6

Quoted at random: 4 records from the list
SMILES	DUSP3 inh
COc1cccc(NC(=O)c2cc(Br)ccc2I)c1	6.8
CCc1ccc(C2(c3ccc(CC)cc3)CC2C(=O)Nc2nccs2)cc1 (stereo unspecified)	49.0
O=C(O)CCN1C(=O)/C(=C/c2ccc(-c3ccc(Cl)cc3)o2)SC1=S	-49.9
Cc1ccc(C)c(NC(=O)c2ccc(C)c([N+](=O)[O-])c2)c1	-7.8

Other records:
SMILES	DUSP3 inh
CCCc1nnc(NC(=O)c2cccc(OCC)c2)s1	-7.2
CCC(=O)N1N=C(c2cccc([N+](=O)[O-])c2)CC1c1ccc(OC)cc1 (stereo unspecified)	-17.5
Cc1ccc(NC(=O)COc2cccc(Cl)c2)cc1[N+](=O)[O-]	-8.9
CCCCNCCCOc1ccc(Cl)cc1	-24.4
Cc1cc(C)n(-c2nc(Nc3ccccc3C(F)(F)F)nc(-n3nc(C)cc3C)n2)n1	-6.0
COc1cccc(-c2nnc(-c3ccc(Br)o3)o2)c1	-3.8
COc1ccc(S(=O)(=O)N2CCN(C(C)C)CC2)cc1	-8.3
CC(=O)N(c1ccccc1C)S(=O)(=O)c1ccc(Cl)cc1	-2.1
O=C(c1ccccc1F)N1CCN(c2c(Cl)cccc2[N+](=O)[O-])CC1	12.1
COc1ccc(NC(=O)NCCOc2cccc3ccccc23)cc1OC	6.0
COc1ccc(C2CC(C(F)(F)F)n3ncc(C(=O)Nc4cccc(C(C)O)c4)c3N2)cc1OC (stereo unspecified)	1.1
Cc1c(NC(=O)c2cccs2)cccc1C(=O)O	5.3
Cc1ccc2oc(C(=O)Nc3ccc([N+](=O)[O-])cc3Cl)c(C)c2c1	-1.1
O=C1c2ccc(-c3nc4ccccc4c(=O)o3)cc2C(=O)N1c1nccs1	-0.2
O=C(Cn1c2ccccc2c(=O)c2ccccc21)N/N=C/c1ccc(N2CCCC2)c([N+](=O)[O-])c1	14.1
O=C(O)CCCN1C(=O)/C(=C\c2ccco2)SC1=S	-4.6
COc1cccc2c(=O)c(C(=O)O)c[nH]c12	9.8
Cc1ccc2oc(C(=O)Nc3ccc(-c4nc5ccccc5o4)cc3)c(C)c2c1	-7.3
O=C1C(=O)N(c2nccs2)C(c2cccc(Cl)c2)/C1=C(\O)c1ccc(Cl)cc1 (stereo unspecified)	5.4
CCOC(=O)c1c(NC(=O)Nc2ccccc2)sc2c1CCCCCC2	-36.6
COc1ccc(C(=O)NC2CCCCC2)cc1S(=O)(=O)N1CCOCC1	21.8
Cc1ccc(OCCOCCOc2ccc(Br)cc2/C=N\NC(=O)c2ccncc2)cc1	-2.5
COc1ccccc1CC(=O)N1CCN(c2ccc([N+](=O)[O-])cc2)CC1	-23.7
COc1cc(/C=C2/SC(=S)NC2=O)ccc1OCc1ccc(I)cc1	4.5
COc1ccc(C2=CC=C(c3ccc(OC)cc3)C2)cc1	-6.9
Cc1ccc([N+](=O)[O-])cc1Cc1ccc(Cl)cc1	-58.1
CCOc1ccc(S(=O)(=O)N(CC(=O)Nc2cccc(Cl)c2C)c2ccc(C)cc2)cc1	-6.6
COC(=O)CCN(C(=O)c1ccc(F)cc1)c1ccccn1	1.5
COc1ccc(C(=O)NNC(=O)c2ccc(OC)cc2OC)cc1	-57.2
CCCCOP(=O)(OCCCC)C(Nc1ccccc1)c1ccc(OC)cc1 (stereo unspecified)	-1.6

Part of the list above in a different format.
SMILES | DUSP3 inh
Cc1ccc([N+](=O)[O-])cc1Cc1ccc(Cl)cc1 | -58.1
O=C1C(=O)N(c2nccs2)C(c2cccc(Cl)c2)/C1=C(\O)c1ccc(Cl)cc1 (stereo unspecified) | 5.4
O=C(O)CCCN1C(=O)/C(=C\c2ccco2)SC1=S | -4.6

Additional compounds.
SMILES	DUSP3 inh
Cc1cc(=O)c2cc(Br)ccc2[nH]1	-14.8
CC(C)CN1C(=O)c2ccc(C(=O)Nc3cc(Cl)ccc3C(=O)O)cc2C1=O	2.9
CC(=O)c1cc2c(cc1[N+](=O)[O-])OCCO2	-2.6
O=C(NCCc1ccc(F)cc1)C(=O)Nc1ccc(Cl)cc1	-0.5
COc1cc(C=Nc2ccc(S(N)(=O)=O)cc2)ccc1O	-5.5
CCOc1cc(C2Nc3ccc4ccccc4c3C3=C2CC(C)(C)CC3=O)ccc1O (stereo unspecified)	-7.0
CC(C)CCNC(=O)c1ccccc1[N+](=O)[O-]	-1.8
Clc1ccc(-c2noc(COc3ccc4ccccc4c3)n2)cc1	-9.5
Cc1ccc(C(=O)N/C(=C\c2ccc(-c3cccc([N+](=O)[O-])c3)o2)C(=O)NCCCN(C)C)cc1	-1.8
COC(=O)c1c(-c2ccc(F)cc2)csc1NC(=O)C1CC=CCC1C(=O)O (stereo unspecified)	-15.4
CC1=C(C(=O)Nc2ccccc2Cl)C(c2ccccc2F)NC(=O)N1 (stereo unspecified)	6.1
COc1ccc(NC(=O)/C(C#N)=C\c2ccc(Sc3ccccc3)o2)cc1	-8.1
COc1ccc(C(=O)O/N=C2/C(=O)N(C)c3ccccc32)cc1OC	-14.2
O=C(Nc1cccc(-c2cn3ccccc3n2)c1)c1cccc(Br)c1	-10.4
Cc1cc(C(=O)O)ccc1-n1c(C)ccc1C	57.6
O=C(COC(=O)C1CCCN1C(=O)OCc1ccccc1)c1ccc(-c2ccccc2)cc1 (stereo unspecified)	-8.2
CCN(CC)c1ccc(NC(=O)c2cc([N+](=O)[O-])ccc2Cl)cc1	6.4
COC(=O)C1=C(C(=O)OC)SC(=C2C(=S)C(C)(C)N(C(=O)c3cccc(C)c3)c3cc(OC)ccc32)S1	2.1
CCOCCOC(=O)c1ccc(NC(=O)c2ccc(C(=O)C(=O)c3ccccc3)cc2)cc1	-5.6
COc1ccc(NC(=O)c2ccc(CN3CCN(Cc4ccccc4)CC3)cc2)cc1	-3.6
O=C(Nc1ccc(Cl)cc1)Nc1nnc(-c2ccccc2Cl)s1	28.2
COc1cc(-c2nc3sc4c(c3c(=O)[nH]2)CCCC4)ccc1OS(=O)(=O)c1ccccc1	-4.8
CCOC(=O)c1c(-c2ccc(C)cc2)csc1NC(=O)C1CCCCC1C(=O)O (stereo unspecified)	-19.4
CCc1cc2c(C)c(CC)c(=O)oc2cc1OCC(C)=O	-25.8
O=C(Nc1c(C(=O)N2CCC(Cc3ccccc3)CC2)cnn1-c1ccccc1)c1cccc(F)c1	-11.8
CCc1ccc(NC(=O)C(=O)NCC(O)c2ccccc2)cc1 (stereo unspecified)	-30.3
COc1ccc(C/C(N)=N/OC(=O)c2cccc([N+](=O)[O-])c2)cc1	-17.2
COc1ccc(-c2cc(C(=O)Nc3c(C)cccc3C)c3ccccc3n2)cc1	6.1
C=CCSc1nc(C)c2cc(OCC)ccc2n1	1.5
CCOc1ccc(NC(=O)c2c(NC(=O)c3ccc(C)cc3)sc3c2CCC3)cc1	-12.3
COc1ccc(C(=O)Nc2ccc([N+](=O)[O-])cc2Cl)cc1OC	-17.3
O=C(c1cccnc1)N1N=C(c2ccc([N+](=O)[O-])cc2)CC1(O)C(F)(F)F (stereo unspecified)	-13.3
O=C1Nc2ccccc2/C1=N\N=C\c1ccccc1[N+](=O)[O-]	-5.6
COc1ccc(N(CC(=O)Nc2ccccc2C)S(C)(=O)=O)cc1Cl	2.1
CCOC(=O)C(NC(=O)CC)C(O)c1cccc([N+](=O)[O-])c1 (stereo unspecified)	-29.1
O=C(COc1ccc(Cl)cc1)N1CCN(Cc2ccc([N+](=O)[O-])cc2)CC1	3.8
O=c1oc(-c2cccc(F)c2)nc2cc(Cc3ccc4c(=O)oc(-c5cccc(F)c5)nc4c3)ccc12	-11.8
Cc1ccc(OCC(=O)N/N=C\c2c(Br)cc(Br)c(O)c2Br)cc1	-4.3
COC(=O)c1ccc(/C=C2\SC(=NCc3ccccc3)N(Cc3ccccc3)C2=O)cc1	-42.5
COc1cc(NC(=O)c2cccc([N+](=O)[O-])c2)ccc1NC(=O)c1ccco1	-3.2
Cc1cccc(/C=C2\C(=O)NC(=O)N(c3ccc(Br)c(C)c3)C2=O)c1	1.8
COc1ccc(NC(=O)C(=O)NCCCN2CCOCC2)cc1	-6.6
CC(O)c1c(OCc2ccccc2)ncnc1OCc1ccccc1 (stereo unspecified)	-0.3
O=C(Nc1ccc(-c2nc3ccccc3s2)cc1)c1cc2ccccc2oc1=O	-9.8
c1ccc(Cc2nc(-c3ccncc3)no2)cc1	-0.5
COc1ccccc1NC(=O)c1ccc2c(c1)C(=O)N(N1C(=O)c3ccccc3C1=O)C2=O	5.4
Fc1ccccc1Cn1nnc(-c2ccccc2)n1	-1.9
OC(CNCC1(c2ccccc2)CCCC1)COc1ccccc1 (stereo unspecified)	-11.3
Cc1cc(Cl)cc(C)c1OCCOCCN1CCN(C)CC1	57.7
CNC(=O)C(=O)NCCN1CCN(S(=O)(=O)c2ccc([N+](=O)[O-])cc2)CC1	0.1
CCOc1ccc2cc(S(=O)(=O)N3CCN(c4ccccc4)CC3)ccc2c1	-4.2
O=C(CC1c2ccccc2Oc2ccccc21)Nc1ccc(Cc2ccncc2)cc1	-1.5
O=C(CCC(=O)OCCCC(F)(F)C(F)(F)F)Nc1ccccc1	-1.5
C[n+]1cccc(C(O)P(=O)(c2ccccc2)c2ccccc2)c1 (stereo unspecified)	-4.6
Cn1cc(-c2nn(-c3ccccc3)cc2/C=N/NC(N)=S)c2ccccc21	7.2
Oc1ccc2ccccc2c1/C=N/Nc1nn[nH]n1	-7.7
CCCOC(=O)Cc1c(O)c2ccccc2[nH]c1=O	2.5
CCOC(=O)/C(=C\c1ccncc1)C(=O)c1cc(C(C)=O)c(Nc2ccccc2)s1	-29.9
O=C1NN(c2cccc(Cl)c2)C(=O)/C1=C\C=C\c1cccc([N+](=O)[O-])c1	2.1
CCOc1ccccc1/C=C1/C(=O)NN(c2ccccc2)C1=O	-14.0

Some of the entries so far, as a markdown table:
| molecule | DUSP3 inh |
| --- | --- |
| Fc1ccccc1Cn1nnc(-c2ccccc2)n1 | -1.9 |
| OC(CNCC1(c2ccccc2)CCCC1)COc1ccccc1 (stereo unspecified) | -11.3 |
| Cc1cc(Cl)cc(C)c1OCCOCCN1CCN(C)CC1 | 57.7 |

(next part)
SMILES	DUSP3 inh
COc1ccc(N(CC(=O)Nc2ccccc2OC)S(=O)(=O)c2ccccc2)cc1Cl	-32.9
COc1ccc(OC)c(NC(=O)c2ccc([N+](=O)[O-])cc2Cl)c1	-24.8
Cc1ccc(OCC(=O)O/N=C(\N)c2ccccn2)c(Br)c1	0.3
C/C(=N\N1CCN(c2ccccc2)CC1)c1ccncc1	-9.3
COc1cc(CN2CCN(Cc3cccc([N+](=O)[O-])c3)CC2)c([N+](=O)[O-])cc1OC	-5.0
O=C(COc1ccccc1)Nc1ccc(Nc2ccccc2)cc1	-4.6
Cc1ccc2c(Cl)c(C(=O)NCc3ccccn3)sc2c1	-9.0
O=C1N(c2ccccc2)C2CS(=O)(=O)CC2N1c1ccc(Cl)cc1 (stereo unspecified)	-34.1
NC(=O)NC(c1ccc(Cl)cc1)c1ccc(Cl)cc1	5.3
C/C(=N\NS(=O)(=O)c1ccc([N+](=O)[O-])cc1)c1ccc(NC(=O)c2ccco2)cc1	-11.2
COc1cc(NS(=O)(=O)c2ccc(NC(=S)NC(=O)/C=C/c3ccc(F)cc3)cc2)ncn1	-1.3
c1ccc(OCCCN2CCCC2)cc1	-25.7
Cc1c(NC(=S)Nc2ccc(Cl)cc2)c(=O)n(-c2ccccc2)n1C	9.9
Cc1c(Cl)cccc1NC(=O)/C(C#N)=C/c1ccc(N2CCOCC2)o1	-22.0
COc1ccc(CCNC(=O)c2cccc(F)c2)cc1	3.6
COC(=O)CN1C(=O)C(=Cc2ccncc2)SC1=S	-11.0
Cc1ccc(OCc2nnc(NC(=O)c3ccccc3C)s2)c(C)c1	-7.9
CCOc1ccccc1N(CC(=O)Nc1ccccc1Br)S(=O)(=O)c1ccccc1	-7.8
CC(=O)CC(=O)Nc1ccc(OCc2ccccc2)cc1	-2.7
CCOC(=O)c1c(N)sc(C(=O)Nc2ccccc2F)c1C	10.5
CC1=C(C(=O)OC2CCCC2)C(c2ccc(Br)cc2)NC(=O)N1 (stereo unspecified)	-17.5
COc1cccc(NC(=O)CSc2nc3ccc(OC)cc3[nH]2)c1	4.8
Cc1ccccc1NC(=O)/C(=C/c1ccc(Br)cc1)NC(=O)c1ccccc1	-3.8
O=C(Nc1nc(C23CC4CC(CC(C4)C2)C3)cs1)C(=O)NC1CC1	-11.4
Cc1cccc(N2C(=O)C(O)=C(C(=O)/C=C/c3ccccc3)C2c2ccc(N(C)C)cc2)c1 (stereo unspecified)	-1.5

Screening results from PubChem.

Only part of the results is shown; count on the stated rates, not on these rows.
